# Myeloid diff 2 – induction of myeloid progenitor differentiation, primary screen, cell-based, flow cytometry, MLPCN library. ER-HoxA9 myeloid progenitors, lysozyme-GFP differentiation. calls only at 10 µM. 1% of 360,000 active;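 active = normalized GFP-positive differentiation at or above the plate's own cutoff, the solvent-only control mean plus 3 SD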;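 also: cells exposed to compound for four days before flow analysis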
# KOR beta-arrestin-1 – KOR antagonists, beta-arrestin recruitment, cell-based, luminescence, uHTS (AID 1778); Kappa-type opioid receptor (Homo sapiens); KOR beta-arrestin recruitment, luminescence, antagonist mode; higher % means a stronger effect; one-dose inhibition, % at 10 µM; IC50 in µM for titrated hits; 0.091% of 290,000 active; also: strong numbers were not always called active
# GPR55 antagonists – GPR55 antagonists blocking LPI-driven arrestin recruitment, primary screen, imaging, U2OS, beta-arrestin-GFP, LPI agonist (AID 2013). 0.13% of 290,000 active. U2OS GPR55 beta-arrestin-GFP translocation imaging, LPI antagonism; higher % means a stronger effect. inhibition, % at 10 µM; hits with a dose series show IC50 in µM. G-protein coupled receptor 55 (Homo sapiens);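 active = spots per cell inhibited over 60%, with over 100 cells counted and total cytoplasm intensity under 500,000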;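 also: U2OS cells stably carrying GPR55 and arrestin-GFP stimulated by 5 µM LPI near EC80; imaged beta-arrestin-GFP aggregate spots per cell after agonist stimulation; plate controls were LPI-stimulated DMSO wells for no effect and DMSO wells without LPI for full effect; some results filed as inactive read as strong as hits; confirmed hits need IC50 under 10 µM and bright autofluorescent wells are also inconclusive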
# HIV peptide binding – inhibitors of HIV fusion peptide binding, primary screen, biochemical, uHTS, fluorescence dequenching (AID 1986) | cell-free peptide binding, fluorescence dequenching, 30 min; higher % means a stronger effect | one-dose inhibition, % at 20 µM; IC50 in µM for titrated hits | 0.3% of 290,000 active; in the data active = inhibition mostly above about 52%, no sharp cut-off; inactive = mostly below about 76%; also: some results filed as inactive read as strong as hits
# NOD1 inhibition – NOD1 signaling inhibitors, primary screen, cell-based, luminescence, uHTS (AID 1578); NOD1-driven NF-kB luciferase reporter cells, luminescence; higher % means a stronger effect; inhibition, % at 4 µM, or EC50 in µM where a hit was titrated; 1% of 290,000 active; in the data active = inhibition mostly above about 36%, no sharp cut-off; inactive = mostly below about 34%;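 also: HEK-293T reporter cells stimulated with the NOD1 agonist gamma-tri-DAP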
# GPR55 beta-arrestin – GPR55 agonists via beta-arrestin recruitment, primary screen, imaging, U2OS cells, beta-arrestin-GFP redistribution (AID 1961) | U2OS GPR55 beta-arrestin-GFP redistribution imaging; higher % means a stronger effect | activation, % at 10 µM; hits with a dose series show EC50 in µM | G-protein coupled receptor 55 (Homo sapiens) | 0.048% of 290,000 active;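 active = activation above 40% with more than 50 cells counted in the well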;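 also: U2OS osteosarcoma cells stably expressing GPR55 and beta-arrestin-GFP; plate controls were DMSO negative control for no effect and LPI positive control for full effect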
# NOD2 inhibition – NOD2 signaling inhibitors, cell-based, luminescence, uHTS, HEK293 (AID 1566); HEK293 NOD2/NF-kB luciferase reporter, luminescence; higher % means a stronger effect; inhibition, % at 4 µM, or EC50 in µM where a hit was titrated; 0.63% of 290,000 active; also: many of its hits are not listed in these tables
# GPR35 antagonists – GPR35 antagonists blocking zaprinast-driven arrestin recruitment, primary screen, imaging, U2OS, beta-arrestin-GFP, zaprinast agonist (AID 2058); U2OS GPR35 beta-arrestin-GFP translocation imaging, zaprinast antagonism; higher % means a stronger effect; inhibition, % at 10 µM, or IC50 in µM where a hit was titrated; 0.052% of 290,000 active;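 active = inhibition of at least 50% with at least 30 cells and total cytoplasm GFP at most 10,000,000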
# KOR beta-arrestin-2 – KOR agonists, beta-arrestin recruitment, primary screen, cell-based, luminescence, uHTS (AID 1777); 0.02% of 280,000 active; one-dose activation, % at 10 µM; EC50 in µM for titrated hits; Kappa-type opioid receptor (Homo sapiens); KOR beta-arrestin recruitment, luminescence; higher % means a stronger effect; in the data active = activation above about 50%, passing the limit was not always enough; also: a part of the inactive calls stands beside numbers as strong as those of hits
# Myeloid diff 2 GFP+ MAC1+ % – also measured in Myeloid diff 2; calls as there; GFP+ MAC1+ double positive, %; measured here: differentiation confirmed by MAC1 staining
# The depositor's hits bear a star; i = inactive; nt = not tested or not shown; [ ] = dose if it differs, or a comment. Rule as the data show it, unless noted: active = inhibition above about 50%; inactive = the rest. Some of the compounds tested; count on the stated rates, not on these rows.
SMILES,Myeloid diff 2,Myeloid diff 2 GFP+ MAC1+ %,KOR beta-arrestin-1,GPR55 antagonists,HIV peptide binding,NOD1 inhibition,GPR55 beta-arrestin,NOD2 inhibition,GPR35 antagonists,KOR beta-arrestin-2
N#Cc1cc2c(nc1SCC(=O)Nc1sc3c(c1C#N)CCC3)CCCC2,i,0.5,-8.8%,2.9%,0.1%,13.9%,-0.1%,3.9%,-2.4%,0.0%
CC(C)[C@H](NC(=O)N1CC(=O)Nc2ccccc21)C(=O)Nc1nccs1,i,4.0,-7.8%,2.6%,0.9%,-23.8%,0.1%,-0.7%,-5.1%,2.4%
CCS(=O)(=O)Nc1ccc(C(=O)c2ccccc2)cc1,i,0.3,2.1%,-0.2%,3.6%,9.0%,0.0%,22.2%,13.9%,0.8%
CC(=O)c1cnc(Oc2cc(Cl)ccc2Cl)nc1C,i,0.0,3.0%,5.2%,-1.2%,-14.2%,-0.1%,-11.7%,-14.3%,-2.7%
Cc1ccc(C2=NS(=O)(=O)N(C)C(C(=O)Nc3cc(C)n(CC(=O)N4CCCCC4)n3)=C2)cc1,i,1.4,-38.8%,10.9%,0.3%,-2.6%,-0.1%,10.3%,4.8%,-1.4%
Cc1ccc(C)c(NC(=O)/C(C#N)=C/c2ccc[nH]2)c1,nt,nt,-12.4%,10.3%,-2.1%,-37.3%,-0.2%,-17.7%,4.9%,3.0%
N=c1c2c3c(sc2nc2n1CCCCC2)CCCC3,i,0.8,-39.5%,11.5%,0.6%,-44.6%,-0.2%,-3.1%,-10.9%,1.9%
COc1cccc(/C=C2\SC(N3CCCC(C)C3)=NC2=O)c1OC (stereo unspecified),i,0.7,-2.8%,7.9%,0.2%,-1.9%,-0.1%,-5.0%,5.3%,-5.4%
CC(=O)c1cccc(NC(=O)c2ccc(NS(C)(=O)=O)cc2)c1,i,1.1,12.9%,-1.0%,-0.4%,-12.7%,0.0%,-33.3%,4.0%,-5.6%
Cc1ccc(SCC(=O)Nc2c(Br)cnn2C)cc1,i,0.8,0.1%,7.0%,0.0%,-9.5%,1.3%,19.9%,-2.0%,-3.3%
O=C(CCNC(=O)C1CCN(S(=O)(=O)c2ccc(F)cc2)CC1)NCc1ccccc1,i,1.0,8.0%,12.2%,0.9%,-8.9%,-0.2%,20.0%,8.4%,-4.4%
COc1ccc(OC)c(Nc2nc3nonc3nc2N2CCCCC2)c1,i,0.3,-53.2%,9.8%,16.5%,1.7%,-0.1%,-20.3%,11.2%,1.4%
CCOC(=O)c1c(C#N)cnn1-c1ccc(C)cc1,i,0.7,5.0%,20.8%,-0.8%,-20.9%,0.0%,9.1%,-1.2%,-4.2%
Cc1cc(C)cc(NC(=O)C(c2ccccc2)N2CCCC2)c1 (stereo unspecified),i,0.1,8.1%,9.4%,-2.3%,-32.2%,-0.2%,-20.2%,9.2%,0.7%
CC1CC(C)(C)NCCNC(C)CC(C)(C)NCCN1 (stereo unspecified),i,1.7,13.1%,2.7%,2.1%,-3.4%,-0.2%,0.9%,10.5%,0.7%
Cc1cc(C)n2nc(-c3ccccc3)c(-c3ccccc3)c2n1,i,0.2,11.4%,7.9%,2.1%,-6.2%,-0.2%,3.6%,5.7%,-5.6%
Cc1cc(C)c2c(=O)[nH]c(SCC(=O)Nc3ccc(Br)cc3)nc2n1,i,0.4,-64.9%,-11.4%,1.3%,-7.1%,-0.1%,19.5%,2.4%,6.1%
N#Cc1c(Nc2ccccc2)sc(C(=O)c2ccc(F)cc2)c1N,i,0.3,1.8%,7.7%,4.3%,5.2%,-0.2%,19.0%,-4.6%,-3.0%
CC1CCN(S(=O)(=O)c2ccc3c(ccn3CC(=O)O)c2)CC1,i,0.3,-13.2%,-2.2%,0.5%,-7.9%,-0.2%,15.1%,3.6%,-0.3%
O=C(CS(=O)(=O)Cc1ccccc1)Nc1ccccc1Cl,i,0.4,-6.6%,4.1%,1.3%,-9.0%,0.1%,7.8%,-9.3%,0.9%
CC(=O)c1cccc(N(CC(=O)Nc2cc(C)cc(C)c2)S(C)(=O)=O)c1,i,0.4,13.1%,11.6%,1.8%,-17.9%,0.1%,9.7%,-5.2%,-4.3%
CCOC(=O)C1CCN(Cc2ccc(F)c(F)c2)CC1,i,3.3,28.7%,-3.1%,-2.1%,-39.1%,-0.2%,9.0%,-2.1%,-6.9%
Cc1nn(C)c(Oc2ccccc2)c1CCNS(=O)(=O)c1ccc(Cl)cc1,i,0.4,0.7%,4.4%,2.6%,17.5%,0.1%,17.4%,-6.5%,2.0%
N#CC(c1ccccc1)(c1ncc(C(F)(F)F)cc1Cl)N1CCOCC1 (stereo unspecified),i,0.3,-18.8%,26.6%,0.2%,0.9%,-0.3%,13.3%,-3.3%,-1.5%
COc1ccnc(CSC(N)=Nc2ccccc2OC)c1,i,0.6,-9.1%,2.7%,-0.3%,-24.6%,0.2%,16.5%,7.8%,5.6%

# Pulled by compound from above, 2 records:
SMILES,Myeloid diff 2,Myeloid diff 2 GFP+ MAC1+ %,KOR beta-arrestin-1,GPR55 antagonists,HIV peptide binding,NOD1 inhibition,GPR55 beta-arrestin,NOD2 inhibition,GPR35 antagonists,KOR beta-arrestin-2
CCOC(=O)c1c(C#N)cnn1-c1ccc(C)cc1,i,0.7,5.0%,20.8%,-0.8%,-20.9%,0.0%,9.1%,-1.2%,-4.2%
O=C(CS(=O)(=O)Cc1ccccc1)Nc1ccccc1Cl,i,0.4,-6.6%,4.1%,1.3%,-9.0%,0.1%,7.8%,-9.3%,0.9%

# The main list resumes with the 4 entries that preceded the break.
SMILES,Myeloid diff 2,Myeloid diff 2 GFP+ MAC1+ %,KOR beta-arrestin-1,GPR55 antagonists,HIV peptide binding,NOD1 inhibition,GPR55 beta-arrestin,NOD2 inhibition,GPR35 antagonists,KOR beta-arrestin-2
CCOC(=O)C1CCN(Cc2ccc(F)c(F)c2)CC1,i,3.3,28.7%,-3.1%,-2.1%,-39.1%,-0.2%,9.0%,-2.1%,-6.9%
Cc1nn(C)c(Oc2ccccc2)c1CCNS(=O)(=O)c1ccc(Cl)cc1,i,0.4,0.7%,4.4%,2.6%,17.5%,0.1%,17.4%,-6.5%,2.0%
N#CC(c1ccccc1)(c1ncc(C(F)(F)F)cc1Cl)N1CCOCC1 (stereo unspecified),i,0.3,-18.8%,26.6%,0.2%,0.9%,-0.3%,13.3%,-3.3%,-1.5%
COc1ccnc(CSC(N)=Nc2ccccc2OC)c1,i,0.6,-9.1%,2.7%,-0.3%,-24.6%,0.2%,16.5%,7.8%,5.6%
C/C(=N\NC(N)=S)C12CC3CC(CC(C3)C1)C2,nt,nt,-9.0%,10.4%,-1.4%,-51.0%,1.1%,-7.9%,0.2%,-3.6%
CC(O)CCC(=O)NCCNC(=O)CCC(C)O (stereo unspecified),i,0.3,2.3%,8.6%,-0.3%,-0.1%,0.2%,14.5%,12.1%,2.0%
COc1ccc(C2=NN(C(=O)c3ccncc3)C(c3ccccc3O)C2)cc1 (stereo unspecified),i,1.2,-22.7%,1.9%,1.0%,-19.6%,0.0%,0.5%,-4.7%,-3.2%
COc1ccccc1C(=O)N/C(=C\c1ccc2c(c1)OCO2)C(=O)NCCc1nc2ccccc2[nH]1,i,0.8,-15.6%,3.7%,0.5%,-15.7%,-0.1%,5.5%,-12.0%,-0.8%
CC(C)[C@H](NC(=O)C1CC(=O)N(c2ccc3c(c2)OCO3)C1)C(=O)NC1CCCC1 (stereo partly specified),i,4.0,-50.9%,-1.6%,27.3%,21.4%,-0.1%,9.3%,-2.3%,0.3%
O=C(CN1CCCC1)NCC12CC3CC(CC(C3)C1)C2,i,6.7,-29.7%,-2.4%,1.6%,2.3%,1.2%,-5.0%,-6.9%,-9.3%
O=S(=O)(NC(=S)NC1CCCCC1)c1ccc(Cl)cc1,i,0.8,-4.4%,-4.8%,1.6%,-18.0%,-0.2%,26.5%,-3.2%,2.1%
COc1cccc(C(=O)N2CCN(C(=O)c3cccs3)CC2)c1OC,i,1.1,-21.9%,-1.8%,0.3%,-14.3%,0.6%,2.8%,-12.2%,1.1%
COc1ccccc1CNC(=O)CSc1ccc(-c2cccc([N+](=O)[O-])c2)nn1,i,0.7,-13.4%,12.3%,1.3%,-1.0%,0.7%,3.9%,-17.7%,-4.9%
S=c1[nH]nc(C2CCCCC2)n1/N=C/c1ccco1,i,0.4,nt,8.0%,1.6%,-16.3%,0.0%,7.7%,-15.2%,5.1%
COC(=O)c1ccc(COC(=O)c2cc3ccccc3oc2=O)cc1,i,0.3,6.9%,10.0%,0.6%,-5.7%,-0.2%,1.7%,4.8%,-2.1%
COc1ccc(C2CC(c3ccccc3)=NN2C(=O)c2cccs2)cc1 (stereo unspecified),i,4.6,-43.5%,6.2%,-2.0%,-9.2%,0.3%,-29.0%,-0.3%,1.3%
CCCCOc1ccc(/C=C/C(=O)OCC(=O)NC(=O)NCC(C)C)cc1OCC,i,1.0,-1.8%,3.4%,-0.3%,12.8%,0.1%,9.6%,-15.3%,3.9%
OC(CNCC#Cc1ccccc1)c1ccccc1 (stereo unspecified),i,0.7,-32.3%,-12.0%,2.4%,-54.3%,0.4%,-16.2%,-15.2%,-2.0%
CCC1=NN(C(=O)COc2ccccc2C)C(O)(c2ccncc2)C1 (stereo unspecified),i,0.2,10.8%[20 µM],-5.5%,-1.6%,-37.9%,-0.1%,15.4%,-14.8%,2.1%
Cc1cc(NC(=O)CSc2nncc(=O)n2N)no1,i,0.5,-40.3%,0.1%,-1.5%,4.3%,-0.2%,-7.2%,-4.7%,12.1%
CCCC(C)c1nnc(NC(=O)CS(=O)(=O)Cc2ccccc2)s1 (stereo unspecified),i,0.3,10.9%,13.0%,9.1%,5.3%,-0.1%,4.4%,8.3%,1.3%
COc1ccc(CNC(=O)c2cc(S(=O)(=O)N3CCCC3)cn2C)cc1,i,4.4,29.3%[20 µM],0.9%,0.0%,-32.4%,-0.1%,3.2%,-2.5%,-4.3%
NC(=O)C1CCN(C2=C(NS(=O)(=O)c3ccc(Cl)cc3)C(=O)c3ccccc3C2=O)CC1,i,0.1,-10.2%,-9.3%,-1.5%,5.9%,-0.3%,14.4%,-16.5%,6.0%
O=C(Oc1cccc(NC2=NS(=O)(=O)c3ccccc32)c1)c1cccnc1,i,0.4,-36.4%[20 µM],-8.1%,0.3%,-26.4%,-0.1%,-2.0%,-2.7%,-4.7%
CCc1cc2c(=O)c(-c3nc4ccccc4n3C)c(C)oc2c(CN2CCN(C)CC2)c1O,nt,nt,8.9%,0.5%,3.0%,-12.3%,-0.3%,11.0%,-5.1%,-8.3%

# Screening data: PubChem BioAssay, several laboratories
